MITF TRPM1 HTS: MITF TRPM1 promoter activation in melanoma cells | SK-MEL-5 TRPM1-promoter luciferase, 24 h; % of positive control, neutral wells = 0 | activation, % at 12.5 µM | hit rate 0.75% among 300,000 | AID 588334;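 active means mean activation of at least 80% with every replicate also reaching 80%; inconclusive means mean reaches 80% but some replicate falls short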;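 further: 0% = neutral control wells and 100% = parthenolide positive control wells; values of inactives mirror those of a sister screen read the other way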
Tat transport: E. coli Tat transport inhibition | E. coli MC4100 TorA-mCherry Tat export, fluorescence | inhibition, % at 10 µM | hit rate 0.036% among 340,000;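 active means mean replicate inhibition at least 50% and at least half of replicates individually reaching 50%; inconclusive means only one of the two criteria met; inactive means neither criterion met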;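 further: exported cargo escapes ClpAP degradation while cytoplasmic cargo is degraded and loses fluorescence; 0% = median of neutral control wells and 100% = median of NaSCN control wells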
dFosB act: activators of mouse delta FosB homodimer; P13346; hit rate 0.99% among 340,000; purified delta FosB, TAMRA-CDK5 oligo fluorescence polarization; percent of positive-control signal above neutral wells; AID 493131; activation, % at 25 µM;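 active means mean activation above about 17%, with every replicate also reaching it, limit read from the data, passing the limit was not always enough; inconclusive means only one of the two conditions met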;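 further: fluorescence polarization rise as delta FosB binds a TAMRA Cdk5 AP-1 oligo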
Target sequence (P13346 whole entry, looked up): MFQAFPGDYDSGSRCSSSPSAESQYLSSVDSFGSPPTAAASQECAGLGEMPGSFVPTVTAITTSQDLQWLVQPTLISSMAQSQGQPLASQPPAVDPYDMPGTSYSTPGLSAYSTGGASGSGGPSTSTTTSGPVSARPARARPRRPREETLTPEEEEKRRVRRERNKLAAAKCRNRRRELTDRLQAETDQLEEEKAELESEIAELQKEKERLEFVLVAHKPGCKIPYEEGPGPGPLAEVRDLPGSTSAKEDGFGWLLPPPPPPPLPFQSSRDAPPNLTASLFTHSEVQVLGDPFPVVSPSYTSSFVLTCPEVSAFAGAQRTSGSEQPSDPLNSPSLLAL
cardiac RTF act: increases calcium sensitivity of human cardiac regulated thin filaments; activation, % at 7.2 µM; hit rate 0.24% among 340,000; P19429+P45379; AID 493008; IANBD-labeled TnC RTF fluorescence at EC20 calcium; 0% EC20 calcium, 100% full calcium;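 active means activation above the mean over all tested compounds plus 3 SD, cut at about 30% in these data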;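 further: rise in fluorescence read as greater calcium sensitivity of cardiac thin filaments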
Wnt bcat act: Wnt/beta-catenin pathway activation; hit rate 1.2% among 300,000; Wnt/beta-catenin reporter cell assay, activator, plate reader; activation, % at 9.35 µM; in the data active means activation above about 30%, passing the limit was not always enough; inconclusive means no clear call, values can overlap the other calls;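 further: 0% = neutral control wells and 100% = positive control wells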
CDK5 p35 inh: CDK5/p35 (human) kinase inhibition; hit rate 0.01% among 330,000; Recombinant CDK5/p35, ADP-Glo luminescence, 60 min; AID 488839; Q00535+Q15078; inhibition, % at 10 µM;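 active means highest replicate inhibition of at least 50% and at least 75% of replicates reaching 50%; inconclusive means only one of the two criteria met; inactive means both criteria failed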;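 further: plate controls were DMSO neutral control for no effect and GW8510 at 10 µM for full effect; many of its hits are not listed in these tables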
Target sequence (Q00535 whole entry, looked up): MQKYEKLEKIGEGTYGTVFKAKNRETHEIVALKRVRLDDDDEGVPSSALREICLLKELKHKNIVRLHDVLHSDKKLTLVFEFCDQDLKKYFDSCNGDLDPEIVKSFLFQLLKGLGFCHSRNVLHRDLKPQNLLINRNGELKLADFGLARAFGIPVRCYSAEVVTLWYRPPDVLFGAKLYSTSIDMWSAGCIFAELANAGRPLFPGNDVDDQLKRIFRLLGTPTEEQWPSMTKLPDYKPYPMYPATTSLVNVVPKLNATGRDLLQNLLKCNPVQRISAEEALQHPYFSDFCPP
Target sequence (Q15078 whole entry, looked up): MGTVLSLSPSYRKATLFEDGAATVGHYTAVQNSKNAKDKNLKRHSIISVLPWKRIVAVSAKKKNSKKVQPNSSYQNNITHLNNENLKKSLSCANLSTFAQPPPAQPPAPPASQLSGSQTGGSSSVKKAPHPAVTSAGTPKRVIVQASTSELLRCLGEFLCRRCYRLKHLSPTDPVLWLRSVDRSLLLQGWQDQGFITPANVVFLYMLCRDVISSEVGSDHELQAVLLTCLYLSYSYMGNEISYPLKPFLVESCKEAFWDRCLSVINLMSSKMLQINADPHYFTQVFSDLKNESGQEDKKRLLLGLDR
Rtt109 HAT inh: inhibitors of Candida albicans Rtt109/Vps75 histone acetyltransferase | Q5AAJ8 | purified Rtt109/Vps75, ThioGlo CoA-SH fluorescence, 4 h | inhibition, % at 34.9 µM | hit rate 0.16% among 330,000;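 active means inhibition of at least 50% in every replicate; inconclusive means best replicate reaches 50% inhibition but some replicates fall short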
CAL PDZ FP-1: blocks peptide binding to the human CAL PDZ domain | purified CAL PDZ, TMR-peptide fluorescence polarization, 1 h | inhibition, % at 24.9 µM | hit rate 0.92% among 300,000 | AID 602252;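 active means mean inhibition of at least 30% with at least half of replicates also reaching 30%; inconclusive means no clear call, values can overlap the other calls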;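 further: 0% = DMSO neutral control and 100% = excess unlabeled competitor peptide PRC23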
CAL PDZ FP-2: inhibitors of human CAL PDZ peptide binding | inhibition, % at 20 µM | AID 504414 | hit rate 0.02% among 330,000 | purified CAL PDZ, TMR-peptide fluorescence polarization, 1 h | Q9HD26;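 active means highest replicate inhibition of at least 40%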;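 further: plate controls were DMSO neutral control wells for no effect and unlabeled competitor peptide control wells for full effect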
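Control set: unlabelled peptide and DMSO controls / Material: purified CerCALP PDZ construct / Timing: 1 h incubation at room temperature before polarization reading / Doses: 20 µM, one dose / Detection: fluorescence polarization (mP)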
V-ATPase pHluor: regulators of yeast V-ATPase proton transport; S. cerevisiae, pHLuorin cytosolic pH fluorescence; hit rate 0.37% among 350,000; response, % at 10 µM; in the data active means response mostly above about 7.3%, no sharp cut-off; inactive means mostly below about 5.4%; further: actives read high; inactives centre near 0; some compounds called inactive have numbers as strong as hits
* marks the source's active call; other numbers are inactive results; ? = inconclusive; / = no result given; & = joins results of further samples. Outcome played no part in choosing rows; about 4.1% have a hit in one of these screens.

SMILES	MITF TRPM1 HTS	Tat transport	dFosB act	cardiac RTF act	Wnt bcat act	CDK5 p35 inh	Rtt109 HAT inh	CAL PDZ FP-1	CAL PDZ FP-2	V-ATPase pHluor
Cc1cc(C)c(Cn2c(=O)n(CCCC(=O)NCc3ccco3)c(=O)c3sccc32)c(C)c1	-4	11	?	-3	/	-0.8	4	0	-2.1	3
CN(C)c1oc(-c2ccccc2Cl)nc1P(=O)(c1ccccc1)c1ccccc1	2	-3	-8	-6	-5	-0.8	7	1	-0.6	-2
Ic1ccc(N2CCN(Cc3c[nH]c4ncccc34)CC2)cc1	-2	4	9	4	-6	0.4	1	-1	0.1	1
COc1ccccc1CNC(=O)COc1ccccc1C	/	3	-3	-3	3	0.1	-4	-6	0.9	0
Cc1coc2cc3oc(=O)c(CCC(=O)NCCCN4CCOCC4)c(C)c3cc12	6	-6	7	2	-1	0.8	-1	7	0.1	1
Cc1c(NC(=O)Nc2ccc(Cl)c(Cl)c2)c(=O)n(-c2ccccc2)n1C	/	3	1	-2	0	-5.4	-2	3	/	-2
COc1cc(NC(=O)c2cnc(N)o2)cc(C(=O)Nc2cccc(C(F)(F)F)c2)c1	-30	3	-15	-2	-1&-3	-2.0	-5	2	-1.1	2&0
O=C(NC(Cc1c[nH]c2ccccc12)C(=O)NCCCN1CCOCC1)c1cccs1 (stereo unspecified)	10	-4	3	0	-1	2.1	8	-2	-7.0	-3
COc1cc(-c2cc(N)n(S(=O)(=O)c3ccc(F)cc3)n2)cc(OC)c1OC	-1	-3	-9	0	0	2.0	0	-4	-0.6	-5
O=C(CSc1ncn[nH]1)Nc1ccc(Cl)c(Cl)c1	-5	3	0	-10	/	-0.9	-13	-2	-3.3	-2
CN(C)c1ccc([C@@H]2[C@@H]([N+](=O)[O-])[C@H]3C=Cc4ccccc4N3[C@H]2C(=O)c2ccc(Cl)cc2)cc1	5	7	4	8	3	-0.9	-11	-4	0.3	-1
NNC(=O)c1ccc2c(c1)S(=O)(=O)NNC2=O	0	5	0	-6	1	-1.2	0	-1	-2.2	0
O=C(Nc1ccc(-c2nc3ccccc3s2)c(OC(=O)c2ccccc2)c1)c1ccccc1	47	-2	3	-1	22	-2.1	-1	0	-0.3	0
On1nnc2c3ccccc3c3ccccc3c21	5	3	-5	-5	2	-0.7	15	-4	-3.5	4
CCN(CC)CCN(C(=O)/C=C/c1cccs1)c1nc2ccc(Cl)cc2s1	11	-2	-14	-2	-4	0.0	17	10	-3.3	2
CC(=O)Nc1ccc(-c2csc(NC(=O)c3ccc(C)o3)n2)cc1	18	-4	0	5	/	-0.8	7	-4	-2.2	0
Cc1ccc(NS(=O)(=O)c2ccc(C(=O)N3CCCN(C)CC3)cc2)cc1	6	5	-1	-5	3	-1.3	14	-4	-0.8	-4
Cc1ccc(/C=C/C(=O)OCC(=O)NCCN2C(=O)CSC2=O)o1	-7	-6	-3	0	-1	-0.6	7	-4	-1.8	-2
Cc1ccc(CCNC(=O)C2CCC(=O)N(CC3CCCCC3)C2)cc1 (stereo unspecified)	1	-4	-14	2	0	-0.2	-2	-6	-2.3	2
CC(C)CCNC(=O)CSc1nc2ccccc2s1	-3	12	-3	5	-1	-1.2	10	-1	-0.9	5
CC(=O)c1cccc(OC(=O)c2ccccc2)c1	16	-7	-7	-3	-3	0.5	-5	16	-0.3	0
Cc1onc(-c2ccccc2Cl)c1C(=O)NNC(=O)c1ccccc1F	16	-3	-3	-8	2	-0.2	-5	-2	0.3	-4
CCc1noc(C)c1C(=O)OCC(=O)NCc1ccccc1OC	4	-3	-7	0	-1	-1.7	-8	-5	-0.9	-2
COc1ccccc1C(=O)COC(=O)Cc1c[nH]c2ccccc12	-2	-9	-14	-6	1	-2.1	0	-3	-2.1	4
CCOc1ccc(C(=O)N[C@H](C(=O)O)C(C)C)cc1	3	11	-2	1	/	1.3	5	0	0.6	-1
CCOc1ncccc1C(=O)OCC(=O)c1ccccc1	8	-1	-8	-2	-1	-1.8	-3	5	-2.2	8
COC(=O)/C=C/C1=CN(Cc2ccccc2)CCC1=O	1	7	-2	4	2	-0.6	-1	1	-0.6	4
Cc1nc(SCC(=O)NC2CCCC2)c2c(C)c(C)sc2n1	6	-1	-10	-1	0	1.3	-1	25	-0.7	2
COc1ccc(/C=N/N2C(=N)SCC2=O)cc1	12	-6	4	-1	9	1.3	-11	-5	-0.8	-1
COc1cc(NC(=O)CSc2nc(=O)n(CCN3CCOCC3)c3c2CCC3)cc(OC)c1	2	10	-8	-1	-6	-0.3	7	7	-1.0	-2
O=C(O)CCS(=O)(=O)Cc1ccccc1F	5	8	1	-3	/	-2.5	8	/	-3.4	-3
CC1=NN(C(N)=S)C(=O)C1N=Nc1cccc(Cl)c1C (stereo unspecified)	/	-13	4	-2	7	-2.0	1	3	-1.0	-3
COCCNC(=O)C(c1ccc(C)cc1)N(C(=O)CCC(=O)Nc1ccccn1)C1CCCCC1 (stereo unspecified)	/	-4	-1	-6	-4	0.5	-7	-6	-1.4	1
COc1ccc(S(=O)(=O)N2CCOC2CNC(=O)C(=O)NCCc2ccc(OC)c(OC)c2)cc1 (stereo unspecified)	3	1	-11	-2	-3	-1.4	-5	-3	-2.7	-1
Cc1cc(C(=O)COC(=O)c2ccc(N)c([N+](=O)[O-])c2)c(C)n1-c1ccc2c(c1)OCO2	-12	4	0	6	/	-1.4	13	-5	-2.5	-3
Cc1cccc(N2C(=O)c3ccccc3C2=O)n1	-4	-5	1	-4	2	-0.9	6	-1	-0.5	2
CCCc1c(O)nc(SCC(=O)N2CCCCC2)[nH]c1=O	/	2	-5	3	-2	0.1	-2	-2	-0.2	-1
O=C(/C=C/c1ccc([N+](=O)[O-])cc1)Nc1cccnc1	8	2	-4	-2	38*	1.6	4	-1	-4.7	0
Cc1ccc(S(=O)(=O)N2CCOCC2)cc1C(=O)Nc1nc(-c2cccnc2)cs1	-10	1	-7	-9	-5	0.0	-28	1	-2.0	-7
CC1(C)CC(=O)C2=C(C1)OC(N)=C(C#N)C2Cc1ccccc1 (stereo unspecified)	3	-3	-9	3	-1	-1.1	1	-7	-1.3	-1
CCN(Cc1ccccc1)C(c1ccc(C(F)(F)F)cc1)c1nnnn1C(C)(C)C (stereo unspecified)	-8	6	6	6	/	-0.2	-5	-3	0.2	3
COc1cc(NC(=O)c2noc3c2CCC3)c(OC)cc1Cl	-13	-2	-13	-5	/	-0.5	-5	/	-1.6	1
O=c1cc(O)c2sc(Nc3cccc(C(F)(F)F)c3)nc2[nH]1	20	3	0	3	/	-0.7	25	-2	-2.3	-2
Cc1c(Cl)cccc1NC(=O)CCN1CCOCC1	3	-2	10	-2	-1	2.9	-4	-9	4.7	1
O=C(Cn1cnc([N+](=O)[O-])n1)c1ccc(O)c(O)c1	/	11	10	3	-3	-1.3	1	-15	0.2	-4
Cc1ccc(C)c(S(=O)(=O)N2CCCCC2CCNC(=O)C(=O)NCc2cccnc2)c1 (stereo unspecified)	0	-1	-11	-7	/	-2.0	-10	-4	-0.8	-6
CN1CCN(c2ccccc2NC(=O)c2ccc(F)cc2)CC1	3	-8	4	-3	2	0.5	0	-8	-2.9	1
N#Cc1ccccc1OCC(=O)NCC1(N2CCCCC2)CCCCC1	-14	-8	-4	0	-1	-1.0	-6	0	-2.4	-3
O=C(NC1(Cc2ccccc2)CCN(CCCc2ccccc2)C1=O)c1ccccc1 (stereo unspecified)	-4	2	-4	-1	-15	-5.5	0	0	-1.3	-10
COc1ccc(C(=O)OCC(=O)NC2CC2)cc1S(=O)(=O)N(C)Cc1ccccc1	-2	7	-5	-6	-6	0.4	4	-3	-2.7	1
CCC(C)NCC(=O)Nc1ccc(-c2nc3cc(NC(=O)CNC(C)CC)ccc3o2)cc1 (stereo unspecified)	/	4	-5	-5	-2	0.0	-11	-7	-1.6	1
CCOc1cc(/C=C2/NC(=O)N(Cc3ccccc3F)C2=O)ccc1O	-10	7	-10	0	-8	-0.2	10	-2	/	1
COCCNC(=O)C(C)N(c1ccc(Oc2ccccc2)cc1)S(C)(=O)=O (stereo unspecified)	11	3	5	1	1	0.2	-31	1	0.0	2
C[C@H](CO)N1C[C@H](C)[C@@H](CN(C)Cc2ccc(-c3ccccc3)cc2)Oc2c(NC(=O)Nc3ccc(C(F)(F)F)cc3)cccc2C1=O	-4	5	-12	1	-5	0.1	6	-3	-0.8	0
O=C(O)c1cccnc1SCc1ccccc1Cl	-4	-7	-1	0	0	-1.5	3	0	-0.5	3
COC(=O)c1ccc(/C=N\NC(=O)c2ccc(C)cc2Cl)cc1	3	-4	-2	1	/	-0.1	4	-3	-0.5	2
O=C(O)CC(NC(=S)NCc1ccccc1)C(=O)O (stereo unspecified)	11	2	5	0	0	2.4	5	/	-0.6	0
COc1ccccc1CNC(=O)CCc1c(C)nc2cc(-c3ccccc3OC)nn2c1C	-3	24	-11	-3	-3	-1.9	4	2	1.0	9
COCC(C)NC(=O)c1cc(-c2cccc(OC)c2)on1 (stereo unspecified)	27	-2	-1	-6	0	-0.5	-15	/	2.0	1
COc1ccc(OC2C(=O)N(c3ccc(F)cc3)C2c2ccc(OC)c(OC)c2)cc1 (stereo unspecified)	-3	2	-4	4	-2	-3.6	2	-5	-2.4	3
The list goes on.
SMILES	MITF TRPM1 HTS	Tat transport	dFosB act	cardiac RTF act	Wnt bcat act	CDK5 p35 inh	Rtt109 HAT inh	CAL PDZ FP-1	CAL PDZ FP-2	V-ATPase pHluor
COc1ccc(N2C(=O)Cc3c2nc(N)c(C#N)c3N)cc1	-6	8	6	1	-1	0.9	0	-3	-2.0	-8
CCc1ccc(C(=O)NNC(=O)c2cccc(S(=O)(=O)N3CCN(C)CC3)c2)cc1	6	11	2	-3	-2	0.3	-8	1	-2.8	-3
Cn1cc(C(=O)N/N=C/c2ccc([N+](=O)[O-])cc2)c2ccccc21	/	-8	-8	/	0	1.0	-4	/	-0.7	2
CC1CN(C2CCCCC2)C(=S)N(c2ccccc2)C1=O (stereo unspecified)	-16	-6	-10	-3	0	-1.8	1	-2	-0.3	0
CCOC(=O)c1c2c3c(cccc3[nH]c1=O)C(=O)c1ccccc1-2	3	-2	-7	0	-2	0.6	4	1	-1.7	0
O=c1c2c3nc4ccccc4nc3n(/N=C/c3ccccn3)c2ncn1-c1ccccc1	/	1	-43	-5	-2	2.7	/	-8	-0.5	5
Cc1ccc(N(CC(=O)NCc2ccc3c(c2)OCO3)S(C)(=O)=O)cc1	3	1	-5	-5	12	0.5	2	-2	0.8	3
O=C(CCSc1ccc(Br)cc1)c1ccc(O)cc1	-1	12	12	7	0	0.1	9	-6	-0.1	-1

Quoted at random: two records from the list, in no set order.
SMILES	MITF TRPM1 HTS	Tat transport	dFosB act	cardiac RTF act	Wnt bcat act	CDK5 p35 inh	Rtt109 HAT inh	CAL PDZ FP-1	CAL PDZ FP-2	V-ATPase pHluor
CC1CN(C2CCCCC2)C(=S)N(c2ccccc2)C1=O (stereo unspecified)	-16	-6	-10	-3	0	-1.8	1	-2	-0.3	0
CCOC(=O)c1c2c3c(cccc3[nH]c1=O)C(=O)c1ccccc1-2	3	-2	-7	0	-2	0.6	4	1	-1.7	0

Source: PubChem (several laboratories)
